HCV inhibitor – blocks hepatitis C virus; Huh7.5.1 HCVcc-Cre infection, luciferase reporter, 44 h; Potency, µM (doses to about 41.8 µM), for the others: at the top dose activity change, negative = inhibition, actives largely listed as inhibitors; 340,000 tested, 3.4% active; note: potency is the fitted concentration of half-maximal effect
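Whole-lifecycle infectious HCVcc-Cre system; cells 1,000/well, compound then virus (~0.5 moi) added 4 h after plating, 44 h culture. Luciferase read 15 sec following 15 min substrate incubation, room temp.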
LmPK inh – LmPK (Leishmania mexicana) enzyme inhibition. Q27686. purified LmPK, Kinase-Glo ATP luminescence, 1 h. Potency, µM (titrated, usually from 57.5 µM), for the others: at the top dose activity change, negative = inhibition, actives largely listed as inhibitors. 290,000 tested, 0.37% active; note: potency is the fitted concentration of half-maximal effect
Target sequence (Q27686 whole entry, looked up): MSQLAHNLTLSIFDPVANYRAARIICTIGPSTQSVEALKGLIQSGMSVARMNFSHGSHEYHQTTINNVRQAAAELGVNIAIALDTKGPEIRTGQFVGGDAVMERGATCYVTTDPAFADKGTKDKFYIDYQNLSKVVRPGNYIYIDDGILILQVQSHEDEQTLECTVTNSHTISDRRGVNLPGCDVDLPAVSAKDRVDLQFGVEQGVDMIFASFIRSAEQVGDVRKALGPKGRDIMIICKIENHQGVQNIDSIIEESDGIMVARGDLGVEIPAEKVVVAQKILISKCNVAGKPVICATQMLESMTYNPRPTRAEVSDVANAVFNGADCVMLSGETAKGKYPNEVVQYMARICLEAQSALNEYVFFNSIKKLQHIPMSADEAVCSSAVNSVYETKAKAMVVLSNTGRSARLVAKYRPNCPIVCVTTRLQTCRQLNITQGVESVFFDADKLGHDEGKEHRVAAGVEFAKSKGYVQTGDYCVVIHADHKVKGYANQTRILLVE
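In 50 mM imidazole pH 7.2 with 7 mM MgCl2, LmPK (0.1 nM) turned over PEP (0.5 mM) and ADP (0.1 mM) for 1 h at room temperature. Luciferase read-out of ATP.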
HCMV antiviral – blocks human cytomegalovirus replication; 410,000 tested, 4.5% active; HFF cells, HCMV-luciferase reporter, 72 h; stronger effect = lower value; AID 1259415; activity change, negative = inhibition, % at 57.5 µM; in the data active = activity change below about -60%; inconclusive = no clear call, values can overlap the other calls; inactive = above about -39%
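Luciferase read-out from HCMV-luciferase-infected HFFs (MOI 1 PFU/cell) 72 h post infection at 37C; compounds added after 16 h cell attachment; activity normalized between buffer-only basal and Salinomycin (10uM) inhibitor controls.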
AMA1 RON2 block – AMA1-RON2 (P. falciparum) interaction inhibition; AlphaScreen AMA1-biotinylated RON2 peptide binding; Potency, µM (doses to about 58.2 µM), inactives show at the top dose activity change, negative = inhibition, actives largely listed as inhibitors; 360,000 tested, 0.2% active; AID 720542;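 note: potency is the fitted concentration of half-maximal effect; 0% = vehicle wells and -100% = peptide control; nearly all actives have a fitted effect of over 45% in size; some results filed as inactive show a strong effect at the top dose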
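AMA1 (3D7) with his tag at 25 nM final met compounds first, then biotinylated RON2 peptide at 25 nM; detection used donor plus acceptor beads, 10 µg/mL apiece, read by AlphaScreen after 30 min at room temperature.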
TbPYK inhibitor – inhibitors of Trypanosoma brucei pyruvate kinase. Q57TT1. 410,000 tested, 0.12% active. AID 624173. TbPYK enzyme, Kinase-Glo Plus ATP luminescence, 45 min. Potency, µM (top dose mostly 76.8 µM), without a hit: at the highest dose activity, negative = inhibition, most hits filed as inhibitors; note: potency is the fitted concentration of half-maximal effect; nearly all actives have a fitted effect of over 50% in size
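In this concentration-response screen, enzyme-free wells defined baseline while DMSO plates tracked drift. Each reaction combined TbPYK, substrate, compound and 130 uM ADP for 45 min at room temperature. Kinase-Glo Plus luminescence gave the signal.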
AmpC inh detg – AmpC beta-lactamase inhibition with detergent present | P00811 | AID 485294 | Potency, µM (top dose mostly 114 µM), for inactives: at the top dose activity change, negative = inhibition, hits mostly inhibitors | 370,000 tested, 0.041% active | AmpC hydrolysis of nitrocefin, absorbance 480 nm, 0.01% Triton;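 note: potency is the fitted concentration of half-maximal effect; 0% = no-compound wells and -100% = no-enzyme wells; nearly all actives have a fitted effect of over 25% in size; some results filed as inactive show a strong effect at the top dose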
Target sequence (P00811 whole entry, looked up): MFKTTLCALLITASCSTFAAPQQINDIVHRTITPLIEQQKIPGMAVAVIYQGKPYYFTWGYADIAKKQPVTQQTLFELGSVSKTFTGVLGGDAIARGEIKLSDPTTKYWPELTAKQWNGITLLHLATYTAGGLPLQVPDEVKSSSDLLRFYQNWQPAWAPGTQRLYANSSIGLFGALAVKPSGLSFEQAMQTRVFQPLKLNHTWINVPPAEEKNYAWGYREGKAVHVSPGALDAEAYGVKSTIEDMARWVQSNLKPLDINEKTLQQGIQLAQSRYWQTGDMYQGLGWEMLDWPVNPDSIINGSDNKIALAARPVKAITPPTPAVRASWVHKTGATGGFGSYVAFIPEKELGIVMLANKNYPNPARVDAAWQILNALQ
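20 mM phosphate pH 7.0 + 0.01% (detergent screen) or 0.0001% Triton X-100; 5.3 nM AmpC reagent; cpd preinc 15 min RT; nitrocefin (800 uM stock) to start; A480 q20 s × 4 min; Activity was normalised to no-enzyme and no-compound control wells.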
AmpC inh no detg – inhibitors of E. coli AmpC beta-lactamase without detergent | Potency, µM (titrated, usually from 57.1 µM), for inactives: at the highest dose activity change, negative = inhibition, usual class: inhibitors | 330,000 tested, 0.52% active | AmpC nitrocefin hydrolysis, absorbance 480 nm, 0.0001% Triton;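 note: potency is the fitted concentration of half-maximal effect; plate controls were no compound for no effect and no enzyme for full effect; nearly all actives have a fitted effect of over 20% in size; some results filed as inactive show a strong effect at the top dose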
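AmpC (5.3 nM in the dispensed reagent) in 20 mM phosphate pH 7.0 with 0.01% (detergent screen) or 0.0001% Triton X-100 was preincubated with compounds for 15 min at room temperature. Nitrocefin was then added from an 800 uM solution, and hydrolysis was followed at 480 nm.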
An asterisk follows results filed as active; ? = inconclusive; / = no result given; & = joins results of further samples; [ ] = dose if it differs, or a comment. Unless noted, calls come from the whole dose curve; as a rule, active = well fitted curve in the direction sought with a large enough effect; inconclusive = small, poorly fitted or top-dose-only effect, or another doubt; inactive = no such curve, though single readings can be large; an effect the other way counts as inactive or inconclusive. Unless noted, % is set by controls: 0 for no effect and ±100 for the full control effect. This is a random part of the collection. About 7.5% of those tested had a hit in this group.

compound	LmPK inh	AMA1 RON2 block	AmpC inh detg	AmpC inh no detg	HCMV antiviral	TbPYK inhibitor	HCV inhibitor
COc1ccc2c(=O)c(-c3ccccc3)c(C)oc2c1	-1%	5%	-13%	-22%	-15	-11%	-15%
COc1ccccc1N1CCN(C(=O)c2cc(S(=O)(=O)N3CCCCC3)ccc2C)CC1	/	-8%	/	285%[activator]	16	4%	-13%
COc1ccc(-n2nnnc2SCC(=O)c2ccc(O)c(O)c2)cc1	5%	3%	?	-35%	-24	-6%	?
Cc1ccc(C)c(S(=O)(=O)N2CCCOC2CNC(=O)C(=O)NCc2ccco2)c1 (stereo not drawn)	3%	-9%	-3%	11%	-39	-14%	-24%
Cc1nn(CC(=O)Nc2ccc(C(=O)N(C)C)cc2)c(=O)c2ccccc12	-10%	-9%	-8%	-17%	8	-2%	6%
O=C(O)c1sccc1S(=O)(=O)N1CCCCC1	/	-4%	/	/	-1	5%	/
CCOC(=O)N1CCN(C(=O)c2cn(CC)c3ccc(S(=O)(=O)N4CCCC4)cc3c2=O)CC1	-2%	0%	-10%	/	-10	3%	7%
CCCc1cc(=O)[nH]c(SC(C)C(=O)N2c3ccccc3CC2C)n1 (stereo not drawn)	/	0%	-3%	-19%	18	4%	?
CC12CCC(C(=O)NCc3ccc(Cl)cc3)(OC1=O)C2(C)C (stereo not drawn)	-1%	-2%	-2%	7%	52	-9%	6%
Cc1ccc2oc(=O)c3cnn(CC(=O)N4CCCCCC4)c3c2c1	9%	-6%	-13%	-9%	3	0%	6%
CCOc1ccc(C(C)=O)cc1COC(=O)c1ccc2c(c1)NC(=O)CS2	/	1%	10%	-7%	-1	4%	3.5µM*
Cc1ccc(C(=O)NCCC2=CCCCC2)cc1S(=O)(=O)N1CCCCC1	/	-4%	-3%	0%	-32	0%	?
CCn1cc(C2=NCCO2)c2ccccc21	2%	-1%	1%	-13%	-8	-3%	?
Cc1cc(C)c(S(=O)(=O)N2CCOC2CNC(=O)C(=O)NCc2cccnc2)c(C)c1 (stereo not drawn)	-2%	0%	-14%	13%	2	-10%	-9%[8.37 µM]
O=S(=O)(c1cnc[nH]1)N1CCN(c2ccc(F)cc2)CC1	-1%	6%	-5%	-1%	-3	2%	16%
COc1ccccc1N(CC(O)CN1CCCC1)S(=O)(=O)c1ccccc1 (stereo not drawn)	4%	-8%	1%	-1%	-26	-1%	1%
CSCCNC(=O)c1cccc(Cl)c1	-2%	1%	1%	-11%	6	-9%	-6%
CC(=O)/C(=N/Nc1cccc(Cl)c1)N1CCOCC1	2%	6%	-12%	0%	22	-4%	-10%
CCN(CC)S(=O)(=O)c1ccc(N2CCOCC2)c(NC(=O)CCOc2ccccc2)c1	2%	-7%	-2%	87%[activator]	11	1%	-24%
COCCN(C(=O)COC(=O)C1(C)CC1(Cl)Cl)c1c(N)n(Cc2ccccc2)c(=O)[nH]c1=O (stereo not drawn)	-7%	-14%	5%	47%	-26	-4%	19%
Oc1c(Cl)cc(Cl)cc1C=Nc1ccc(N2CCOCC2)cc1	-11%	-1%	-3%	-9%	31	5%	30%
COC(=O)c1ccc(Cn2nnc3ccccc3c2=O)o1	0%	-1%	3%	-7%	-4	-8%	17%
CSc1nc(C)c2c(n1)N(c1ccc(C(F)(F)F)cc1)CC2	5%	10%	-3%	76%[activator]	-29	4%	2%
O=C(Nc1ccc(C(=O)N2CCCC2)cc1)C1CC1	/	7%	/	/	-27	-1%	10%
COc1ccc(-c2noc(-c3ccc(NCc4ccccc4OC)c([N+](=O)[O-])c3)n2)cc1	/	/	-1%	/	12	-3%	/
CCn1c(=O)c2sccc2n2c(CCCC(=O)N3CCN(c4ccccn4)CC3)nnc12	-2%	22%	2%	49%	0	1%	8%
COc1ccc(C(CC(=O)c2ccc(C)cc2)Nc2ccc([N+](=O)[O-])cc2)cc1 (stereo not drawn)	-1%	-23%	?	-45%	-6	2%	13µM*
CCN(C[C@H]1N[C@@](CC)(C(=O)OC)[C@H]2C(=O)N(C)C(=O)[C@@H]12)S(=O)(=O)c1ccc(F)cc1	/	6%	/	2%	-13	0%	?
CCOC(=O)c1ccc(NC(=O)c2cnc3c(-c4ccc(F)cc4)c(C)nn3c2C)cc1	/	/	-5%	/	18	3%	/
CCCCOC(=O)c1cccc(NC(=O)CC)c1	4%	2%	-3%	-38%	-12	-5%	-18%
COc1cc(NC(=O)CN2C(=O)NC(C)(CC(C)C)C2=O)cc(OC)c1 (stereo not drawn)	7%	-1%	2%	0.89µM*	72	-1%	-3%
Nc1ccc(S(=O)(=O)c2cc(O)c3ccccc3c2O)cc1	/	-14%	/	/	60	11µM*	-27%
COc1ccc(/C(N)=N/OC(=O)C2CCC(=O)N2S(=O)(=O)c2ccc(C)cc2)cc1OC (stereo not drawn)	4%	-12%	-7%	67%[activator]	-87*	-9%	-17%
Cc1cccc(OCCNC(=O)CCNS(=O)(=O)c2ccc3ccccc3c2)c1	/	4%[11.6 µM]	-10%	-15%	-14	1%	4%
COc1cccc(-c2cc(C(F)(F)F)nc(N3CCN(c4ccccc4)CC3)n2)c1	3%	-4%	?	-25%	-9	4%	?
O=C(CCN1C(=O)c2ccccc2C1=O)Nc1cc(F)ccc1F	0%	9%	1%	-18%	-39	-3%	5%
Cc1cccc(N(NC(=O)C(C)(C)O)C(=O)c2ccccc2)c1	3%	5%	0%	-6%	9	-1%	0%
O=C(NNC(=O)C1CC1)c1ccc(F)cc1F	/	12%	/	-7%	-25	-3%	11%
Cc1cc(NC(=O)COC(=O)C(C)Oc2ccc(Cl)cc2Cl)no1 (stereo not drawn)	-3%	1%	5%	-19%	4	-9%	6%
O=C1Nc2ccccc2C12Nc1ccccc1S2 (stereo not drawn)	28%	/	?	-21%	/	/	-4%
O=C(CSc1nnc(-c2ccco2)n1CC1CCCO1)N1CCCCC1 (stereo not drawn)	5%	-2%	3%	-4%	-17	-8%	17%
Cc1c(NC(=O)c2noc3c2CCc2ccccc2-3)c(=O)n(-c2ccccc2)n1C	/	-2%	/	/	11	-1%	-5%
COc1ccc(C=NNC(=O)CCCCC(=O)NN=Cc2ccc(OC)cc2)cc1	/	22%	/	/	5	-4%	-7%
CCOc1ccccc1CN1CCc2nc(Nc3ccccc3)ncc2C1	/	/	-9%	/	-2	2%	/
CC1CCCCN1C(=O)COC(=O)C1CCN(S(=O)(=O)c2c(Cl)cccc2Cl)CC1 (stereo not drawn)	-1%	1%	3%	70%[activator]	35	2%	26%
O=C(Oc1coc(CSc2ncccn2)cc1=O)c1cccs1	8%	-15%	4%	-28%	83	-2%	10%
CN1CCN(c2ccccc2NC(=O)c2ccc(N3CCOCC3)c([N+](=O)[O-])c2)CC1	2%	-13%	-15%	37%	29	-8%	-5%
CCOC(=O)Cc1c(C)nc2c(-c3ccc(Cl)cc3)c(C)[nH]n2c1=O	-4%	6%	-3%	-6%	-33	-13%	?
COc1ccc(NC(=O)Nc2ccc3c(c2)C(=O)N([C@H](C)CO)C[C@H](C)[C@@H](CN(C)Cc2ccc(Cl)c(Cl)c2)OCCCC[C@@H](C)O3)cc1	/	12%	/	/	15	4%	/
CCCCNC(=O)c1cccc(C(=O)NCCCC)c1	4%	-3%	0%	-8%	-12	-3%	-29%
Cc1ccc(OC(=O)c2cccnc2)cc1	-1%	-6%	-7%	-13%	-9	-8%	19%
Cc1cc2c3c(c1C)C1(C(=O)N3C(C)(C)CC2C)C(C#N)=C(N)OC2=C1C(=O)CC(C)(C)C2 (stereo not drawn)	4%	6%	2%	172%[activator]	19	-4%	25%
CCOc1ccc(S(=O)(=O)N(CC)CC(=O)NCc2cccnc2)cc1	-5%	-18%	-8%	19%	17	-5%	7%
CC(C)Oc1cccc(C(=O)NC(=S)Nc2cccc(NC(=O)c3ccccc3Cl)c2)c1	0%	36%[activator]	-19%	3.2µM*	-30	-2%	-11%
COc1ccc([C@H]2C(C(=O)O)=C[C@@H](C(C)(C)C)N2S(=O)(=O)c2ccc(C)cc2)cc1OC	/	4%	/	-3%	1	8%	39%[activator][8.37 µM]
Cc1cccc(C)c1NC(=O)CN(C)C(=O)c1cccc(S(=O)(=O)N2CCN(c3ccccc3)CC2)c1	-3%	-13%	1%	107%[activator]	-8	-3%	/
CCOC(=O)CSc1nnc(NC(=O)C2CC(=O)N(c3ccc(F)cc3)C2)s1 (stereo not drawn)	-3%	-25%	0%	-16%	-4	-14%	11%
Cc1ccc(C(=O)Nc2cccc(C(F)(F)F)c2)cc1NC(=O)c1nccn1C	0%	77%&38%[activator]	3%	65%[activator]	?	-8%&3%	31%[activator]
Cc1ccc2cc(F)ccc2n1	/	1%	/	/	-9	-18%	/
COc1ccc(N(CC(=O)NCc2ccco2)S(=O)(=O)c2ccccc2)cc1	5%	-13%	3%	-9%	13	2%	2%

Continued; it opens with the 2 that closed the last part.
compound	LmPK inh	AMA1 RON2 block	AmpC inh detg	AmpC inh no detg	HCMV antiviral	TbPYK inhibitor	HCV inhibitor
Cc1ccc2cc(F)ccc2n1	/	1%	/	/	-9	-18%	/
COc1ccc(N(CC(=O)NCc2ccco2)S(=O)(=O)c2ccccc2)cc1	5%	-13%	3%	-9%	13	2%	2%
COc1ccc(-n2nc(C(=O)NCC(=O)NCc3cccc(F)c3)c3ccccc3c2=O)cc1Cl	10%	-19%	-8%	-12%	43	0%	?
Cc1cc2[nH]c(=O)c(=O)[nH]c2cc1S(=O)(=O)Nc1cccc(Cl)c1	11%	0%	-1%	-34%	11	4%	13%
CN1CCN(S(=O)(=O)c2cccc(C(=O)N(Cc3nnc(-c4ccc(Cl)cc4)o3)C3CC3)c2)CC1	/	-19%	-16%	276%[activator]	?	4%	?
CCOc1ccc(NC(=O)CN(C2CCCCC2)S(C)(=O)=O)cc1	1%	14%	0%	3%	43	-17%	8%

Screening data as filed in PubChem.
